Bioassay records from PubChem.
p53ts 39C kill = cytotoxicity in p53ts cells at nonpermissive temperature | H1299-p53A138V viability at 39C, ATP luminescence, 24 h | 1.5% of 130,000 active | Potency, µM (series often up to 46.1 µM), for the others: top-dose activity change, negative = cell killing, hits mostly cytotoxic | AID 902; note: nearly all actives have a fitted effect of over 55% in size
p53ts 32C tox = cytotoxicity in p53ts cells at permissive temperature | AID 924 | H1299-p53A138V at 32C, ATP luminescence viability, 24 h | Potency, µM (titrated, usually from 46.1 µM), without a hit: at the top dose activity change, negative = cytotoxicity, hits mostly cytotoxic | 0.93% of 130,000 active;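 note: 0% = DMSO and -100% = full killing by reference compound; nearly all actives have a fitted effect of over 55% in size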
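Viability by ATPlite luminescence after 24 h compound treatment (up to 46 uM) at the permissive 32C. Cells are H1299 carrying p53 A138V. Scale runs from DMSO basal to 100 uM tamoxifen as full kill; AC50 from Hill fits.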
IkB sig inh = suppresses IkB signaling in ABC-DLBCL reporter cells; 0.04% of 110,000 active; ABC-DLBCL IkBa-CBG/CBR dual luciferase ratio, 4 h; response scale: scaled: untreated 0%, proteasome inhibitor 100%; AID 445; Potency, µM (series often up to 57.1 µM), inactives show at the highest dose IkBa stabilization activation; active = well fitted curve in the direction sought with a large enough effect in the signal ratio, not every such curve was filed as active; inconclusive = small, poorly fitted or top-dose-only effect, or a change in a side signal; the % refers to the signal ratio;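 note: the direction sought is a rising ratio; 0% = basal untreated cells and 100% = reference inhibitor full response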
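Luminescence ratio of IκBα-fused green versus native red beetle luciferase in OCI-Ly3 cells, 4 h post-doxycycline with compound; red signal alone, scaled from basal (0%) to zero light (-100%), flagged nonspecific or cytotoxic effects.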
Peg3 imprint = inducers of genomic imprint erasure in mouse ES cells; mouse ES Peg3-LacZ reporter, beta-gal luminescence, 40 h; Potency, µM (titrated, usually from 60.7 µM), for inactives: at the top dose activity change, positive = activation, actives largely listed as activators; 0.02% of 110,000 active; AID 1948;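 note: 0% = negative control wells on the plate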
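Each well holds 300 Peg3LacZ-Neo (maternal) female ES cells incubated 40 h at 37C, 5% CO2. LacZ is measured by BetaGlo luminescence, with AC50 and maximum efficacy derived from dose-response curves.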
The depositor's hits bear a star; ? = inconclusive; · = not tested or not shown; [ ] = another dose, or the depositor's remark. Unless noted, calls come from the whole dose curve; as a rule, active = well fitted curve in the direction sought with a large enough effect; inconclusive = small, poorly fitted or top-dose-only effect, or another doubt; inactive = no such curve, though single readings can be large; an effect the other way counts as inactive or inconclusive. Unless noted, % is set by controls: 0 for no effect and ±100 for the full control effect; potency is the fitted concentration of half-maximal effect. An unsorted share of the library. About 1.7% of those tested had a hit in this group.

SMILES	p53ts 39C kill	p53ts 32C tox	IkB sig inh	Peg3 imprint
COC(=O)c1sccc1NC(=O)c1ccc2c(c1)OCO2	-7.7%	-8.0%	-4.3%	-18.0%
COc1ccc(CNC(=O)Cc2c(C)c3c(cc(C)c4c(C)coc43)oc2=O)cc1OC	-8.3%	-2.8%	0.6%	-6.0%[10.9 µM]
CC(=O)c1ccc(NC(=O)C2CCN(S(=O)(=O)c3ccc4c(c3)CCCN4C(=O)C3CCC3)CC2)cc1	-16.4%	0.3%	1.4%	-7.5%[10.9 µM]
CC1(C)CC(=O)C2=C(C1)Oc1ncn(CCO)c(=N)c1C2c1ccccc1 (configuration not stated)	5.8%	4.7%	-0.9%	-2.0%
COc1ccc(CN(C(=O)CSc2nnc(-c3ccccc3F)o2)c2ccc(F)cc2)cc1	7.2%	5.3%	?	-12.5%
Cc1cc(C)c(S(=O)(=O)N2CCC(N3CCN(Cc4ccccc4)C(=O)C3=O)CC2)c(C)c1	-26.3%	8.1%	-0.5%	-8.8%[10.9 µM]
Cc1c(C(=O)N(C)C)sc2c1c(=O)n(-c1ccccc1C(F)(F)F)c(=O)n2Cc1cccc(F)c1	-23.0%	-2.9%	0.3%	-13.5%[10.9 µM]
COCCCNC(=O)CCN1C(=O)COc2ccccc21	8.9%	4.4%	2.6%	-5.7%
CCSc1nc(N)c2c(C)c(C)sc2n1	-4.4%	-21.1%	·	·
Cc1ccc(OC(=S)Nc2ccccc2)c(C)c1	-5.4%	2.0%	·	·
O=C(c1ccccc1)c1cccn1CC(=O)N1CCCCCC1	-3.3%	13.4%	2.2%	4.4%
O=C1NC(c2cccnc2)C(C(=O)c2cccs2)C(O)(C(F)(F)F)N1 (configuration not stated)	2.5%	4.9%	0.3%	-2.5%
OC(CNCc1ccco1)Cn1c2ccccc2c2ccccc21 (configuration not stated)	12.6µM*	?	?	-15.8%
CCCCCC(=O)N1c2ccccc2C(C)(c2ccccc2)CC1(C)C (configuration not stated)	-15.9%	-1.4%	?	1.1%[10.9 µM]
Cc1nnc(SCC(=O)c2c(N)n(C)c(=O)n(C)c2=O)n1Cc1ccccc1	-6.5%	-7.1%	-0.7%	-6.1%
Cc1ccc2[nH]c(=O)c(CNC(C)C)cc2c1	15.0%	25.8%	6.6%	-11.8%
CC(C)CCNC(=O)c1c[nH]c2ccc(S(=O)(=O)Nc3cccc(C(F)(F)F)c3)cc2c1=O	?	-7.6%	?	?
COc1ccc2c(CNCc3ccco3)c(C(=O)O)n(Cc3cccc(F)c3)c2c1	-8.9%	6.1%	?	-7.6%[10.9 µM]
CC(=O)NCC(=O)NC(C(=O)Nc1ccc2c(c1)OCCO2)c1ccc(C)cc1 (configuration not stated)	-4.2%	-7.1%	0.1%	-0.1%
COc1ccc(-c2nc3c(n2O)CCC/C3=N\O)cc1	9.1%	-5.3%	4.1%	-56.5%[inhibitor]
COc1cccc(NC(=O)CN2C(=O)c3ccccc3Sc3ncccc32)c1	13.4%	4.1%	5.0%	-5.7%[10.9 µM]
O=C(c1cccc(N2CCCC2=O)c1)N1CCN(c2ccccc2)CC1	-16.6%	-10.2%	1.0%	-14.5%
COc1ccccc1-c1ccc(NC2CCCCC2)nn1	?	?	9.6%	-28.8%
Cc1cc(C)n(S(=O)(=O)c2ccc(C(C)(C)C)cc2)n1	1.3%	0.7%	2.3%	-22.7%
CCOC(=O)c1[nH]c2ccc(F)cc2c1NC(=O)CN1CCN(C/C=C/c2ccccc2)CC1	?	-23.7%	?	-36.1%[inhibitor]
N#CCCCn1c(-c2ccccc2)noc1=O	-6.9%	-2.5%	-0.5%	1.7%
CCN(C(=O)c1cnc2scc(C)n2c1=O)c1ccccc1C	5.1%	0.7%	-1.8%	-8.0%
Cc1ccc(Cl)cc1N1CCN(S(=O)(=O)c2cnc[nH]2)CC1	-11.6%	1.5%	-1.8%	-9.5%
CC(=O)Nc1ccc(S(=O)(=O)NCCNC(=O)c2ccccc2F)cc1	5.0%	6.3%	0.5%	-7.0%
CCn1c2ccccc2c2nnc(N3CCN(c4cc(C)ccc4C)CC3)nc21	-4.9%	11.7%	?	-6.0%[10.9 µM]
COC(=O)C1=CNC=C(C(=O)OC)C1c1cccc(OC)c1	3.8%	1.1%	-0.9%	-1.2%
CCOc1ccc(S(=O)(=O)N2CCc3ccccc3C2)cc1	-4.7%	-6.1%	2.6%	-15.2%
Cc1cc(C)n2nc(CNC(=O)c3cccc(N(C)C)c3)nc2n1	4.3%	-13.4%	-0.9%	-7.3%[10.9 µM]
CCOC(=O)c1oc2ccc(S(=O)(=O)Nc3ccc4c(c3)n(C)c(=O)n4C)cc2c1C	-14.9%	0.5%	?	-23.8%
Cc1ccc(-n2nc(C)c3c2OC(N)=C(C#N)C3c2ccccc2F)cc1 (configuration not stated)	-10.6%	-10.0%	·	·
CCOc1ccc(NC(=O)c2c(NCc3cccnc3)sc3c2CCCC3)cc1	?	?	?	-12.5%[10.9 µM]
O=c1[nH]cnc2scc(-c3cccs3)c12	4.5%	-6.7%	-6.0%	-16.9%
O=C(Cc1ccccc1)NCc1nc2ccccc2[nH]1	3.8%	-0.3%	-0.4%	0.9%
CCOc1ccc(NC(=O)c2cnn(-c3ccc(C)c(C)c3)c2C2CCN(C(=O)OC(C)(C)C)CC2)cc1	-4.5%	2.3%	?	4.0%[10.9 µM]
CC(C)(C)CC(=O)NCC(c1ccc2c(c1)OCO2)N1CCN(c2ccccc2)CC1 (configuration not stated)	?	-1.4%	?	3.9%[10.9 µM]
Cc1c(NC(=O)CCc2ccc(S(=O)(=O)N3CCOCC3)cc2)c(=O)n(-c2ccccc2)n1C	5.1%	2.1%	0.7%	?
COC(=O)c1c(NC(=O)c2cc3nc(-c4ccc(Br)cc4)cc(C(F)(F)F)n3n2)sc2c1CCCC2	5.1%	-1.7%	1.7%	-14.4%[10.9 µM]
Cc1nc(NC2=NCN(C3CCCCC3C)CN2)nc2ccccc12 (configuration not stated)	10.2%	1.4%	0.7%	-14.0%
Cc1cccc(Cn2c(=O)n(Cc3ccc(C(=O)NC4CCN(Cc5ccccc5)CC4)cc3)c(=O)c3ccccc32)c1	-8.7%	8.3%	1.2%	-12.1%[10.9 µM]
CC(C)NC(=O)c1ccc(NC(=O)N2CCCCc3ccccc32)cc1	-4.3%	2.5%	0.3%	-7.7%[10.9 µM]
COc1cc(NC(=O)Cc2ccccc2)cc(OC)c1	-0.3%	-1.2%	0.2%	-8.3%
CC(C)Cn1c(CN2CCN(c3ccccc3F)CC2)nc2c1c(=O)[nH]c(=O)n2C	25.6%	-3.9%	1.1%	-9.2%
O=C(OCc1ccco1)c1ccc2c(c1)N(Cc1ccc([N+](=O)[O-])cc1)C(=O)c1ccccc1S2	-4.5%	7.8%	1.3%	-8.4%[10.9 µM]
CN(C)C(=O)Cn1nc(-c2ccccc2)c2ccccc2c1=O	6.3%	11.3%	-3.0%	-10.4%
CCCc1nn2c(=O)cc(COC(=O)c3ccccc3NC(=O)COc3ccccc3)nc2s1	4.0%	6.8%	?	-12.7%[10.9 µM]
COc1ccc(N2CCN(S(=O)(=O)c3ccc4oc(=O)c5ncn(C)c5c4c3)CC2)cc1	-11.1%	8.2%	-0.2%	10.5%[10.9 µM]
N#Cc1c(-c2ccc3c(c2)OCO3)csc1N	-4.4%	18.2%	-0.4%	-16.5%
CCCN(Cc1cc2ccc(C)cc2[nH]c1=O)C(=O)c1cccnc1	-8.2%	-6.3%	-3.8%	-8.7%
COc1ccc(S(=O)(=O)N2CCN(C)CC2)cc1Br	-2.9%	-2.5%	0.5%	-12.1%
COc1ccc(NC(=O)c2cc(S(=O)(=O)N3CCCCC3)cn2C)cc1Cl	-9.8%	4.8%	?	-11.3%[10.9 µM]
COc1cccc(CNC(=O)Cn2ccc3cc(S(=O)(=O)N4CCCC4)ccc32)c1	18.5%	-14.3%	-1.7%	-15.6%[10.9 µM]
CCCCCCCCCCCCCCCCCCOC[C@@H](COP(=O)([O-])OCC[N+](C)(C)C)OC	14.8%	1.6%	-2.2%	·
COc1ccc(CCN2C(=O)c3[nH]nc(-c4ccccc4O)c3C2c2ccc(OC)c(OC)c2)cc1 (configuration not stated)	-1.4%	22.4%	?	-10.2%[10.9 µM]
COCCNC(=O)Cn1nc(C)c2c(C)n(-c3ccc(C)cc3)nc2c1=O	20.4%	11.0%	0.2%	-1.5%[10.9 µM]
CC(NC(=O)COc1ccccc1)C(=O)OCC(=O)c1cc2ccccc2o1 (configuration not stated)	2.1%	3.7%	?	-12.7%

Following part:
SMILES	p53ts 39C kill	p53ts 32C tox	IkB sig inh	Peg3 imprint
O=C(Nc1ccc2oc(-c3cccnc3)nc2c1)c1ccccc1F	-6.6%	-2.3%	0.7%	-5.5%[10.9 µM]
Cc1ccc(Cn2nnc3c(=O)n(Cc4cccc(C)c4)cnc32)cc1	-8.0%	7.6%	?	?
O=C(Nc1ccccc1)N1CCC(C(=O)N2CCN(S(=O)(=O)c3cccc(F)c3)CC2)CC1	0.9%	8.0%	-0.2%	-21.7%
Cc1ccc(C)c(N2CCN(CCCNC(=O)c3cnn(-c4ccccc4Cl)c3C3CCN(C(=O)OC(C)(C)C)CC3)CC2)c1	15.8µM*	2.0%	?	-8.1%[10.9 µM]
CC(=O)OCc1c(F)c(F)c(-n2nc(C)cc2C)c(F)c1F	8.7%	1.4%	-1.1%	21.4%
COc1ccccc1NC(=O)CSc1ncc2c(n1)-c1cc(Cl)ccc1N(Cc1ccccc1)S2(=O)=O	-2.3%	12.2%	3.6%	-12.6%[10.9 µM]
O=C(CCc1ccccc1)NCc1ccccn1	-0.6%	-3.8%	-0.4%	-7.3%
O=C(CCCn1c(=O)c2cccn2c2ccccc21)Nc1cccc(Cl)c1	?	-12.4%	1.6%	-12.7%[10.9 µM]
O=C1c2ccccc2C(=O)N1CCCP(=O)(O)CCc1ccccc1	-2.5%	-0.9%	0.3%	-2.2%
CNC(=O)c1ccc(Nc2nnc(-c3ccc(C)c(S(=O)(=O)N4CCOCC4)c3)c3ccccc23)cc1	-2.4%	?	?	-11.2%[10.9 µM]
COc1ccccc1-n1c(CNC(=O)c2ccco2)nnc1SCC(=O)Nc1cc(C)ccc1C	-2.8%	7.3%	?	2.8%
C[C@@H](C(=O)Nc1ccc2ccccc2c1)[C@@H]1C[C@@]1(C)[C@@H](NC(=O)c1ccccc1)c1ccccc1	5.7%	1.1%	·	-9.9%
Cc1cc2nc(NC(=O)c3ccc(S(=O)(=O)N4CCOCC4)cc3)sc2cc1C	8.2%	-3.5%	-1.7%	9.8%[10.9 µM]
Cc1ccc(CN2CCC(CNC(=O)Nc3c(C)cccc3C)C2)cc1 (configuration not stated)	-8.8%	4.2%	-0.7%	-8.0%[10.9 µM]
CCOC(=O)c1ccc(NC(=O)C(C)Sc2nc(=O)cc(N)n2CCc2ccccc2)cc1 (configuration not stated)	-18.5%	-0.3%	?	-4.4%[10.9 µM]
